N-glyco inh: N-linked glycosylation inhibition; actives 0.23% (n = 360,000); D54 ERlucT glycosylation luciferase reporter, 24 h; percent of 100 nM tunicamycin response; AID 588692; reporter increase, % at 12.5 µM;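 active means mean luciferase reporter signal, scaled so untreated is 0 and the glycosylation-blocking control 100, at or above a set limit in every replicate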;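 further: luciferase carries N-glycosylation sites so blocking glycosylation raises the light; 0% = median of neutral control wells and 100% = median of 100 nM tunicamycin wells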
aDG glyco act: alpha-DG glycosylation activation; actives 0.22% (n = 360,000); AID 624168; Pro5-aDG cells, alpha-DG glycosylation AlphaScreen (IIH6); 0% Pro5, 100% B10-LARGE cell signal; activation, % at 10 µM;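 active means activation of at least 8% versus controls, or a plate z-score of at least 8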;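 further: Pro5 are CHO cells carrying HIG-tagged alpha-DG that lacks glycosylation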
MC4R ag barr: agonists of human melanocortin 4 receptor (MC4R) beta-arrestin | P32245 | U2OS MC4R beta-arrestin complementation, luminescence; percent of melanotan II response, DMSO zero | activation, % at 8.9 µM | actives 0.98% (n = 360,000) | AID 540308;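 active means activation above a per-plate cutoff, the mean activation of sample wells on that plate plus 3 SD, cut at about 8% in these data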
ABCB6 inh MLPCN: human ABCB6 transporter inhibition; AID 602162; actives 0.19% (n = 360,000); K562-ABCB6 porphyrin accumulation, flow cytometry, 1 h; active compounds read low; fluorescence ratio to DMSO, % at 10 µM; Q9NP58;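 active means fluorescence ratio to DMSO below 75%, the collection mean minus 3 SD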;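 further: signal is porphyrin accumulated inside mitochondria; 100% equals median channel fluorescence of DMSO control wells; lower ratio means ABCB6 inhibition with less porphyrin fluorescence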
Exocytosis inh: blocks lytic granule exocytosis; TALL-104 LAMP-1 surface exposure, flow cytometry; cells stimulated with thapsigargin and PMA; inhibition, % at 10 µM; actives 0.66% (n = 360,000);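 active means inhibition above about 55%, limit read from the data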
TLR9-MyD88 block: blocks human TLR9 binding to MyD88. Q9NR96+Q99836. CHO BLA complementation TLR9-MyD88, CCF4 FRET ratio. inhibition, % at 4.98 µM. actives 0.21% (n = 340,000);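 active means inhibition above the mean over all tested compounds plus 3 SD, cut at about 21% in these data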;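 further: 0% = DMSO only wells and 100% = clavulanate BLA inhibitor control wells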
ABHD5 PLIN5 PPI: inhibitors of human ABHD5-perilipin-5 interaction | Q00G26+Q8WTS1 | Split G. princeps luciferase complementation, luminescence, 4 h | inhibition, % at 4 µM | actives 0.78% (n = 360,000);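 active means inhibition above the mean inhibition across every tested compound plus 3 SD, cut at about 22% in these data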;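 further: 0% = DMSO only wells and the 100% control is not disclosed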
Target sequence (Q00G26 whole entry, looked up): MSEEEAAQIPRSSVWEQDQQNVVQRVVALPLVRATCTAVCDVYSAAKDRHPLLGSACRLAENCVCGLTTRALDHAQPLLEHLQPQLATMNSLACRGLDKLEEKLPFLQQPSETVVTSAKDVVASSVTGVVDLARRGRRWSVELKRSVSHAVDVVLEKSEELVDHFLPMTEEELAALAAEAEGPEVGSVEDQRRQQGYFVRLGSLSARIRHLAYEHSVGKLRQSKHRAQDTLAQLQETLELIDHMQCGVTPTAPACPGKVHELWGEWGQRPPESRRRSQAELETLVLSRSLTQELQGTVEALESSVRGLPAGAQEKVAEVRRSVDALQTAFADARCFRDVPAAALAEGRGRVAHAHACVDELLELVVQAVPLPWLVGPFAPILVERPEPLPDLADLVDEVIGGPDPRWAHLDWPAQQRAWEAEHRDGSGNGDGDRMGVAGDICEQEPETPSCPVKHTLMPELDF
Target sequence (Q8WTS1 whole entry, looked up): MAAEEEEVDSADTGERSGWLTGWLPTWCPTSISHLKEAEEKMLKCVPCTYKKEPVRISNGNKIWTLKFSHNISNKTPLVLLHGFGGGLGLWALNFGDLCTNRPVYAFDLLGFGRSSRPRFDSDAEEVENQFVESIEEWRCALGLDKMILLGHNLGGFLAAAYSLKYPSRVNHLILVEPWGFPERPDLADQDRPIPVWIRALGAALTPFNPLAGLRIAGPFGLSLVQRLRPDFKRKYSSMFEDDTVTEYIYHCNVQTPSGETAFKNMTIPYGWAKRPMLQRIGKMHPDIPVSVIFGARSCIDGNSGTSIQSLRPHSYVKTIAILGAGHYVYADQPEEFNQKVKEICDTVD
NOD2-RIPK2 inh: blocks binding of human NOD2 to RIPK2 | CHO BLA complementation NOD2-RIPK2, CCF4 ratio | inhibition, % at 4.98 µM | actives 0.38% (n = 360,000); in the data active means inhibition above about 21%;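 further: 0% = vehicle only and 100% = reference blocker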
Vif imaging: HIV Vif inhibition; HEK293T cells, Vif self-association by quenched fluorescence, imaging, 24 h; inhibition, % at 7.49 µM; actives 0.35% (n = 340,000); AID 602346; in the data active means inhibition above about 50%, passing the limit was not always enough; further: some results filed as inactive read as strong as hits
MC4R antagonist: blocks human MC4R cAMP signaling; P32245; MC4R-expressing cells, MTII-stimulated cAMP, LANCE TR-FRET; inhibition, % at 6.5 µM; actives 0.48% (n = 360,000); AID 540295;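 active means inhibition above its plate's cutoff, the mean of tested wells on that plate plus 3 SD, cut at about 29% in these data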;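 further: 0% = Melanotan II alone and 100% = Melanotan II plus saturating MCL0020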
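Material: U2OS-MC4R stable cell line | Reagent: Melanotan II challenge after compound preincubation | Doses: One concentration, 6.5 µM nominal | Incubation: 30-min compound preincubation, 1-h Melanotan II challenge, 1-h detection, room temperature | Signal: TR-FRET cAMP assay | Replicates: One well per compound, no replicates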
The depositor's hits bear a star; x = no result given; & = joins results of further samples. The list is partial. The share of hits here may be higher or lower than overall.

SMILES	N-glyco inh	aDG glyco act	MC4R ag barr	ABCB6 inh MLPCN	Exocytosis inh	TLR9-MyD88 block	ABHD5 PLIN5 PPI	NOD2-RIPK2 inh	Vif imaging	MC4R antagonist
S=c1[nH]nc(COc2cccc(Cl)c2)n1Cc1ccccc1	0.1	0.5	-2.1	91.0	-1.0	4.9	-13.1	2.5	7.4	3.4
CCOC(=O)CSc1nnc(NCC(=O)OC)c(=O)[nH]1	8.7	-0.2	-1.7	96.0	0.0	-3.6	25.9*	-7.0	-0.5	9.2
O=C(O)CCC(NS(=O)(=O)c1ccc(-c2ccccc2)cc1)C(=O)O (configuration not stated)	1.1	-0.1	-0.6	97.0	1.9	2.3	0.7	-8.0	9.0	5.2
COc1ccc(Oc2ccc(C(F)(F)F)cc2NC(=O)c2ccc(C)cc2)cc1	-4.7	0.1	2.2	93.0	6.6	x	-1.8	-10.2	-6.3	8.7
O=C(O)C1CC=CCC1C(=O)Nc1ccc(S(=O)(=O)N2CCCc3ccccc32)cc1 (configuration not stated)	-9.0	0.0	-2.5	93.0	-3.0	-11.3	-6.7	-2.9	x	9.3
O=C1CCC(=O)N1CNc1ccccn1	1.8	0.1	-0.7	100.0	0.5	-6.1	8.1	-7.9	1.7	-1.0
COc1ccccc1N1CCN(CC(O)COc2ccc3c(c2)CCC3)CC1 (configuration not stated)	-0.9	0.3	3.7	99.0	-0.4	-4.0	-0.4	1.7	-7.5	13.8
CCC1COCCS(=O)(=O)N1Cc1ccc(Cl)cc1 (configuration not stated)	2.3	-0.1	1.5	99.0	-1.5	-7.8	2.2	0.1	0.6	0.5
COc1ccc(NC2=CC(=O)CC(C)(C)C2)cc1OC	0.0	0.1	0.6	98.0	1.1	-4.9	1.8	22.7*	-7.2	1.8
Cc1cc(C)c(C)c(S(=O)(=O)N2CCN(C(=O)CCC(=O)N3CCOCC3)CC2)c1C	1.9	0.0	-0.6	99.0	6.0	5.2	-5.6	15.7	0.3	8.7
CCOC(=O)CSc1nc2c([nH]c3ccccc32)c(=O)n1C	3.6	0.1	7.1	92.0	-2.0	-12.1	5.5	-0.2	1.4	-36.8
COCCn1c(-c2ccc(OC)cc2)cnc1SCC(=O)Nc1ccc(OC)cc1OC	-1.6	0.1	-1.3	96.0	0.3	-2.1	2.4	0.1	-2.8	-3.0
Cc1ccc(S(=O)(=O)NN=C2C3CC4CC(C3)CC2C4)cc1[N+](=O)[O-]	-1.1	1.4	3.1	98.0	-0.4	-1.4	8.4	-6.1	-0.6	-4.6
O=C(OCC(=O)N1CCOCC1)c1ccc2c(c1)OCCO2	0.9	-0.1	-0.9	89.0	0.6	-4.7	5.9	-3.5	10.3	-3.0
COC(=O)Cc1csc(N)n1	1.8&0.1	0.9&0.0	-0.9&0.1	97.0&95.0	-0.4&-2.0	-12.3&-4.9	1.7&1.2	-12.0&3.3	14.3	0.4&4.1
CS(=O)(=O)Cc1ccc(C(=O)NC(c2ccccc2)c2ccccc2)cc1	1.4	-0.2	-3.4	98.0	-3.1	3.8	0.3	-15.9	15.4	5.7
COc1cccc(CSCC(=O)NCCc2ccccc2)c1OC	-1.5	1.6	-0.8	98.0	-9.3	-7.9	0.3	3.3	-12.2	5.3
Cn1cc([N+](=O)[O-])c(C(=O)N/N=C\c2c[nH]c3ccccc23)n1	2.7	-0.1	-2.0	102.0	-2.4	-6.3	0.1	-11.8	-2.4	-4.0
COc1ccc(OC)c(C2=NOC(C(=O)N3CCCc4ccccc43)C2)c1 (configuration not stated)	-6.5	-0.2	-1.4	99.0	1.2	-25.1	6.1	4.3	-2.9	-0.2
O=C(NC1CCCC1)C(C1CC1)n1c(C2CCCC2)nc2ccccc21 (configuration not stated)	x	0.2	x	x	3.7	x	1.9	0.5	x	x
COc1ccc(N(CC(=O)N/N=C(\C)CCc2ccccc2)S(=O)(=O)c2ccc(C)cc2)cc1	-1.4	0.0	-1.1	96.0	2.9	10.5	-1.5	1.4	0.3	5.4
COCCNc1nc(NCC2CCCCC2)c2sc(-c3ccccc3)cc2n1	-12.2	3.9	4.0	90.0	52.9	x	-1.9	3.5	-21.7	11.1
Cc1ccccc1CCNC(=O)Cn1nc(C)c2c(C)n(-c3ccccc3)nc2c1=O	0.3	0.1	-0.5	96.0	-21.4	-16.7	-2.8	-5.7	13.1	1.4
COc1ccc(CONS(=O)(=O)c2ccc(NC(C)=O)cc2)cc1Cl	0.7	0.5	-2.2	95.0	10.9	-4.7	1.9	4.9	-12.1	8.9
CC(=O)Nc1ccccc1C(=O)C(=O)Nc1cccc(C(=O)N2CC(C)CC(C)C2)c1 (configuration not stated)	11.7	0.0	0.5	100.0	-4.3	-3.5	4.0	-11.2	2.4	5.2
CCOc1ccccc1NC(=O)CSc1nnnn1C1CCCC1	-2.7	0.1	0.7	97.0	4.4	5.0	-3.0	-2.8	17.6	-1.5
CC1CCc2sc(C(=O)NCC(c3ccco3)N3CCCCC3)cc2C1 (configuration not stated)	-4.2	0.4	3.5	95.0	1.5	-12.2	8.4	-5.7	-2.4	18.7
O=C(Nc1ccc(Cl)cc1)Nc1ccc(N2CCOCC2)cc1	-1.6	0.0	7.2	97.0	3.9	-1.6	-7.7	-2.5	-3.7	-2.2
CN(C)c1nc(OCc2ccccc2)c2ncc(=O)[nH]c2n1	-3.8	-0.1	-0.2	92.0	-8.9	-11.7	-8.8	8.5	-0.5	-0.8
CCOC(=O)C1CCC(C(=O)OCC)N1c1ccc(C=O)cc1 (configuration not stated)	-0.1	-0.1	-1.4	103.0	-0.9	-13.3	4.4	-9.8	0.2	7.5
COc1ccc(-n2c(SCC(=O)Nc3ccccc3)nnc2-c2ccc(NS(=O)(=O)c3ccc(C)cc3)cc2)cc1	-6.9	0.7	6.8	98.0	3.5	-12.3	-2.3	8.2	-4.8	11.0
CCOc1cc(C=O)cc(N=Nc2cccc([N+](=O)[O-])c2)c1O	0.5	0.0	-3.2	101.0	17.6	-6.5	6.6	-6.2	-3.9	-4.0
O=S1(=O)N[C@H](Cc2ccccc2)COc2cccc(N3CCC[C@@H]3CO)c21	x	-0.3	x	93.0	-1.9	x	0.6	-2.5	x	x
COc1cccc2cc3c(=O)n(-c4ccccc4)nc-3oc12	0.0	-0.4	2.2	98.0	-3.8	-6.7	1.0	-3.6	-2.6	12.1
CCC(C(=O)OCn1nnc2ccccc2c1=O)c1ccccc1 (configuration not stated)	-2.5	0.3	-3.0	98.0	-1.5	5.4	-0.1	-2.0	-12.3	5.9
CCNC(=O)Cn1cnc2c1c(=O)n(C)c(=O)n2C	3.3	0.2	1.0	95.0	2.8	-0.7	3.8	-7.3	-1.6	15.4

Entries listed so far containing a COOH group, in the order listed:
SMILES	N-glyco inh	aDG glyco act	MC4R ag barr	ABCB6 inh MLPCN	Exocytosis inh	TLR9-MyD88 block	ABHD5 PLIN5 PPI	NOD2-RIPK2 inh	Vif imaging	MC4R antagonist
O=C(O)CCC(NS(=O)(=O)c1ccc(-c2ccccc2)cc1)C(=O)O (configuration not stated)	1.1	-0.1	-0.6	97.0	1.9	2.3	0.7	-8.0	9.0	5.2
O=C(O)C1CC=CCC1C(=O)Nc1ccc(S(=O)(=O)N2CCCc3ccccc32)cc1 (configuration not stated)	-9.0	0.0	-2.5	93.0	-3.0	-11.3	-6.7	-2.9	x	9.3

(list continues)
SMILES	N-glyco inh	aDG glyco act	MC4R ag barr	ABCB6 inh MLPCN	Exocytosis inh	TLR9-MyD88 block	ABHD5 PLIN5 PPI	NOD2-RIPK2 inh	Vif imaging	MC4R antagonist
O=C(CNC(=O)c1ccccc1F)NCc1ccccn1	0.0	-0.4	-0.6	97.0	-2.3	-1.8	-8.5	14.0	25.7	7.2
O=c1ccnc(Nc2ccc(Cl)cc2)[nH]1	0.6	0.1	-2.4	98.0	-5.8	-15.1	-0.7	3.5	1.7	20.9
Cc1ccc(/C=N/Nc2cccc(C(=O)O)c2)s1	-6.5	0.2	0.4	99.0	0.8	-6.7	-1.6	2.9	-2.4	-2.2
CC(C)c1ccc(NC(=O)c2cccnc2)cc1	-3.4	0.3	-1.2	101.0	0.2	-17.9	-5.4	-0.2	2.3	17.0
CC1(Cc2ccc(C(F)(F)F)nc2)C(=O)Nc2cc(-c3ccccc3Cl)ccc21 (configuration not stated)	-3.5	1.2	3.3	103.0	1.5	x	-0.5	-8.5	-7.3	1.1
Cc1ccc(NC(=O)C2CCCC2)c(Br)c1	-0.1	-0.1	-0.2	96.0	-7.7	10.6	3.8	-5.9	-1.3	1.3
CCOc1cc(/C=C2\COc3ccccc3C2=O)ccc1OCC(=O)N(C)C	14.0	0.0	-0.5	98.0	-10.1	2.0	60.7*	-10.2	2.8	10.4
CCOC(=O)[C@@H]1[C@H]2COc3cc(OC)ccc3[C@@H]2N2C(=O)N(c3ccc(OC)cc3)C(=O)[C@]12C	-2.2	0.1	-1.1	99.0	-0.6	3.2	2.9	-6.8	-13.9	4.6
CCOc1ccc(C(=O)Nc2c3c(nn2-c2ccccc2)CS(=O)(=O)C3)cc1	0.3	0.3	-4.2	101.0	15.6	-3.7	1.5	2.1	1.8	0.9
NC(CSC(c1ccccc1)(c1ccccc1)c1cccc2ccccc12)C(=O)O (configuration not stated)	0.7	0.1	2.0	83.0	3.0	0.5	-28.4	-1.0	-5.3	3.3
COc1ccc(N2CCN(C(=O)c3ccccc3)CC2)c([N+](=O)[O-])c1	1.3	-0.1	3.5	106.0	0.9	3.9	7.0	1.7	1.2	10.3
COc1ccc(NC(=S)N(CCN2CCOCC2)Cc2ccccc2F)cc1	0.9	-0.1	-0.7	91.0	-3.7	-4.2	-2.9	-5.8	-2.9	-1.6
COc1cc(C(=S)N2CCOCC2)ccc1OC(=O)c1ccccc1C	-0.3	0.2	1.1	98.0	10.5	1.3	7.5	-3.9	-1.0	4.6
NNC(=O)CSc1nc(-c2ccccc2)cn1-c1ccccc1	-0.6	0.0	0.0	96.0	-5.4	-2.4	-2.2	2.2	0.9	14.1
CCO/C=N/c1c(C#N)c2c(c(=S)n1C)COC(C)(C)C2	1.5	-0.5	-0.8	100.0	-4.1	-14.4	8.0	2.3	7.2	11.9
Nn1c(SCC(=O)Nc2ccccc2F)nc2ccccc2c1=O	-1.2	0.1	0.3	98.0	0.9	12.3	-6.1	-8.2	-7.2	1.1
COc1ccc(C(=O)C23CC4CC(C2)CC(C(=O)c2ccc(OC)cc2)(C4)C3)cc1	-0.2	0.6	-0.5	100.0	1.1	-1.1	-4.7	-0.3	-2.4	6.7
COc1ccc(COCC(O)CN2CCCCC2)cc1OC (configuration not stated)	-2.3	-0.1	1.3	95.0	1.2	2.4	-1.9	-0.1	6.0	-1.6
Cc1ccc(-c2nnnn2-c2ccc(C)cc2)cc1	-0.8	0.0	-2.5	93.0	0.5	-13.1	-1.0	1.6	-1.5	12.0
Cc1cccc(C)c1NC(=O)C1(N(Cc2ccco2)C(=O)CC2NC(=O)NC2=O)CCCC1 (configuration not stated)	-0.7	0.0	-0.9	98.0	1.9	0.9	-0.7	5.4	6.8	1.9
CCc1ccc(-n2c(=O)c3ccc(C(=O)NCCc4ccccc4)cc3n(CC(N)=O)c2=O)cc1	1.2	0.0	0.2	101.0	6.1	0.1	2.2	-6.9	-1.9	20.3

Source: PubChem
